GAA glycogen mod – qHTS Assay for Inhibitors and Activators of Human alpha-Glucosidase Cleavage of Glycogen; Potency, µM (highest dose often 76.4 µM), for the others: at the top dose activity change, negative = inhibition, hits mostly inhibitors; AID 2100, 2009; recombinant GAA, glycogen substrate, Amplex Red glucose oxidase fluorescence; 0.38% of 300,000 active;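 note: potency is the fitted concentration of half-maximal effect; 0% = full enzyme reaction and -100% = no-enzyme basal signal; the screen sought inhibitors and activators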
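Recombinant human alpha-glucosidase (4 nM final) hydrolysed bovine liver glycogen (30 ug) for 40 min at 37 C in pH 5.0 citrate/phosphate with 0.01% Tween-20. Released glucose detected by glucose oxidase/Amplex Red, Ex 573/Em 610 nm. Compounds up to 77 uM; AC50 from Hill fits.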
GAA inh – qHTS Assay for Inhibitors of Human alpha-Glucosidase as a Potential Chaperone Treatment of Pompe Disease | Lysosomal alpha-glucosidase (Homo sapiens), P10253 | purified human GAA, 4-MU-alpha-glucoside fluorescence | Potency, µM (titrated, usually from 76.9 µM), for inactives: top-dose activity change, negative = inhibition, usual class: inhibitors | 0.005% of 200,000 active | AID 1466, 2008;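 note: potency is the fitted concentration of half-maximal effect; plate controls were uninhibited enzyme wells for no effect and no-enzyme background for full effect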
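Activity normalized between no-enzyme (basal) and enzyme-only wells. Conditions: 4 nM human enzyme, 400 uM fluorogenic substrate, citrate/phosphate pH 5.0 with Tween-20, 20 min room temperature, compounds up to 77 uM.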
CBFb-RUNX1 inh – qHTS Assay for Compounds Blocking the Interaction Between CBF-beta and RUNX1 for the Treatment of Acute Myeloid Leukemia; Runt-related transcription factor 1 (Homo sapiens) + Core-binding factor subunit beta …; AlphaScreen CBFb-His/RUNX1-biotin binding, biochemical; Potency, µM (series often up to 59.8 µM), inactives show at the highest dose activity, negative = inhibition, actives largely listed as inhibitors; 230,000 tested, under 10 active; note: % of control where 0% means no effect
Target sequence (Q01196 whole entry, looked up): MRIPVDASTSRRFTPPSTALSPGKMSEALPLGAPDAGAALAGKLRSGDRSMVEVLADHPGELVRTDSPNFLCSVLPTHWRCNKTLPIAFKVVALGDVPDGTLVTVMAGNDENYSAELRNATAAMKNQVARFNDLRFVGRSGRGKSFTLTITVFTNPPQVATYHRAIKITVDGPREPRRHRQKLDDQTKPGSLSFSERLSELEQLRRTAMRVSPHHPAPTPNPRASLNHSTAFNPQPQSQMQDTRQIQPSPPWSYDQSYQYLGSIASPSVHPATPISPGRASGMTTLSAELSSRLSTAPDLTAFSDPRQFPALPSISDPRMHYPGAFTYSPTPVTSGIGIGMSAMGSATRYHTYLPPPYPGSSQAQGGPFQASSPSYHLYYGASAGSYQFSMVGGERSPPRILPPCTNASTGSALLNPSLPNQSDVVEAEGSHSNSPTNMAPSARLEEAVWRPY
Target sequence (Q13951 whole entry, looked up): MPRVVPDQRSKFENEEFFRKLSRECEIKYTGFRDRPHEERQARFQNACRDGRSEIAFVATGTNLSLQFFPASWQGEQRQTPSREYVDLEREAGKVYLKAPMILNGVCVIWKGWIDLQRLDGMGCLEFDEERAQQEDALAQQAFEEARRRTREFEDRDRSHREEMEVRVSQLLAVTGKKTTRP
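Bead-based AlphaScreen assay; binding partners His-tagged CBF-beta and biotinylated RUNX1 at 30 nM each. Compound exposure 15 min after a 20-min protein preincubation; bead step 90 min; all steps at room temperature.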
HTT cytoprotect – qHTS Multiplex Assay to Identify Dual Action Probes in a Cell Model of Huntington: Cytoprotection (ATP); PC12 HTT-Q103 induced, cytoprotection, ATP luminescence, 40 h; Potency, µM (doses to about 56.4 µM), for the others: cytoprotection (ATP increase), most hits filed as activators; 0.14% of 230,000 active;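 note: potency is the fitted concentration of half-maximal effect; % of control where 0% means no effect; nearly all actives have a fitted effect of over 45% in size; toxic huntingtin expression switched on by the ecdysone agonist tebufenozide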
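Rat PC12, Q103 Htt exon1-GFP fusion, ecdysone promoter; tebufenozide inducer 100 nM final; compound titration; qHTS, 1500 cells/well; ATPlite luminescent read.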
aGlu spleen mod – qHTS Assay for Inhibitors and Activators of Human alpha-Glucosidase From Spleen Homogenate; AID 2112, 2009; 0.006% of 240,000 active; Potency, µM (top dose mostly 79.9 µM), inactives show at the highest dose activity change, negative = inhibition, most hits filed as inhibitors; human spleen homogenate, 4-MU-alpha-glucoside fluorescence; Lysosomal alpha-glucosidase (Homo sapiens), P10253;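 note: potency is the fitted concentration of half-maximal effect; 0% = enzyme with vehicle and -100% = no enzyme basal signal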
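Human spleen homogenate (1 ug) with 4-methylumbelliferyl-alpha-D-glucopyranoside (1 mM final) in 50 mM citrate/phosphate pH 5.0, 0.01% Tween-20; 40 min at 37 C. Stopped at pH 10; 4-MU fluorescence Ex 365/Em 440 nm; AC50 by Hill fit.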
HttQ103 aggreg – qHTS Multiplex Assay to Identify Dual Action Probes in a Cell Model of Huntington: Aggregate Formation (GFP); PC12 HttQ103-GFP aggregates, Acumen cytometry, 40 h; Potency, µM (series often up to 46.1 µM), for the others: top-dose activity change, negative = inhibition, usual class: inhibitors; 1.1% of 220,000 active; AID 1688, 2009; note: potency is the fitted concentration of half-maximal effect; % is set by controls: 0 for no effect and ±100 for the full control effect; nearly all actives have a fitted effect of over 60% in size
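PC12 cells stably carrying ecdysone-inducible HTT exon 1 Q103–GFP were induced with tebufenozide (100 nM final) and treated with library compounds in titration. GFP aggregates in lysates were counted by laser scanning cytometry.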
Lamin A splicing – qHTS Assay for Modulators of Lamin A Splicing | 0.01% of 200,000 active | AID 1487, 2009 | HeLa LMNA splicing GFP/RFP minigene ratio, 48 h | Potency, µM (top dose mostly 46.1 µM), for the others: at the top dose ratio change, negative = inhibition, most hits filed as inhibitors; active = well fitted inhibition curve with a large enough effect in the signal ratio, with a control signal flat, not every such curve was filed as active; inconclusive = small, poorly fitted or top-dose-only effect, or effect the other way, or a change in a side signal; the % refers to the signal ratio; note: potency is the fitted concentration of half-maximal effect; % is set by controls: 0 for no effect and ±100 for the full control effect
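Read-out is the ratio of GFP to DsRed2 object intensity, acquired by 488 nm laser-scanning cytometry on HeLa lamin A-EGFP minigene reporter cells. Compound incubation 48 hrs at 37 °C in Opti-MEM with 2% FBS; DMSO 0.5% final.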
Starred values were filed as active, the others as inactive; u = inconclusive; x = no result given; & = joins results of further samples; [ ] = remark or other dose. Unless noted, calls come from the whole dose curve; as a rule, active = well fitted curve in the direction sought with a large enough effect; inconclusive = small, poorly fitted or top-dose-only effect, or another doubt; inactive = no such curve, though single readings can be large; an effect the other way counts as inactive or inconclusive.

(1) COc1cc(C(=S)N2CCC(C)CC2)ccc1O
(2) Cc1ccc(Cl)cc1NC(=O)CC1NCCNC1=O (stereo not drawn)
(3) CCNC(=O)c1c(O)c2c([nH]c1=O)CCCC2
(4) Cn1c(=O)c2cc(S(=O)(=O)NC(C(=O)NCc3cccnc3)c3ccccc3)ccc2n(C)c1=O (stereo not drawn)
(5) C(=N\Nc1ccc2nncn2n1)/c1ccco1
(6) C[Si](C)(C)Cl

entry no.,1,2,3,4,5,6
GAA glycogen mod,u,2%,11%,1%,-3%,x
GAA inh,-8%,-2%,x,-8%,x,x
CBFb-RUNX1 inh,-11%,5%,10%,-1%,9%,9%[21.7 µM]
HTT cytoprotect,-9%,24%[10 µM],1%[10 µM],-21%,11%[10 µM],-4%
aGlu spleen mod,1%,2%,0%,2%,-2%,7%
HttQ103 aggreg,-10%,-3%,-22%[9.22 µM],-7%,7%[9.22 µM],x
Lamin A splicing,0%,-8%,x,-8%,x,x

(7) O=C(NNS(=O)(=O)c1ccc(Cl)cc1)c1ccc(S(=O)(=O)N2CCCCC2)cc1
(8) O=C1C2C3C=CC(C4CC34)C2C(=O)N1/N=C/c1ccc(-c2ccc(F)cc2[N+](=O)[O-])o1 (stereo not drawn)
(9) O=C(O)c1sccc1S(=O)(=O)Nc1ccccc1N1CCCCC1
(10) O=C(C1CCN(Cc2ccc(F)cc2)CC1)N(CCO)Cc1ccccc1
(11) CC(C)=CCN1CCN(Cc2ccc(Oc3ncccn3)cc2)CC1CCO (stereo not drawn)
(12) CCC(Sc1nc(C)cc(C)n1)C(=O)Nc1ccc(Cl)cn1 (stereo not drawn)

entry no.,7,8,9,10,11,12
GAA glycogen mod,-30%,6%,x,5%,-10%,-1%
GAA inh,-9%,-3%,x,u,u,1%
CBFb-RUNX1 inh,-8%,-30%,4%,8%,0%,14%
HTT cytoprotect,29%[10 µM],-19%,-15%,-7%,-8%[10 µM],-6%[1.9 µM]
aGlu spleen mod,1%,-8%,1%,-4%,-1%,2%
HttQ103 aggreg,2%,u,x,1%,11%[9.22 µM],2%
Lamin A splicing,-10%,-22%,x,-3%,10%[46 µM],-12%

(13) C=C1O[C@@](CO)(n2cnc3c(N)ncnc32)[C@H](O)[C@@H]1O
(14) C=CCOC(=O)C1=C[C@@H](c2ccccc2)C[C@@H](OCc2ccc(CO)cc2)O1
(15) S=C(NCc1ccccc1)N1CCN(C2CCCCC2)CC1
(16) CCOc1ccc(C(=O)NCC(=O)OCC(=O)NC2CCCC2)cc1
(17) O=C(c1ccccc1CCc1ccccc1)N1CCN(c2ccccn2)CC1
(18) O=C(c1cccs1)N1CCCC(c2nc3c(nnn3Cc3ccccc3)c(=O)[nH]2)C1 (stereo not drawn)

entry no.,13,14,15,16,17,18
GAA glycogen mod,x,-12%,1%,1%,0%,1%
GAA inh,x,x,x,6%,-3%,x
CBFb-RUNX1 inh,19%&-7%,7%,3%,-4%,3%,1%
HTT cytoprotect,-57%[inhibitor],-19%[10 µM],4%[10 µM],-39%[inhibitor],5%,9%[10 µM]
aGlu spleen mod,-5%&-1%,-4%,4%,2%,-6%,-11%
HttQ103 aggreg,x,-10%[9.22 µM],1%[9.22 µM],7%,-1%,3%[9.22 µM]
Lamin A splicing,x,x,x,-6%[46 µM],u,x

(19) CS(=O)(=O)N(CCc1ccccc1)CC(=O)NCc1ccccn1
(20) CN1CCC(Oc2ccc(Sc3ccccc3)cc2)CC1
(21) O=C(NC(Cc1c[nH]c2ccccc12)C(=O)NCc1ccc(F)cc1)OCc1ccccc1 (stereo not drawn)
(22) Cc1nc(N2CCOCC2)c2nc(-c3ccccc3)n(CCN(C)C)c2n1
(23) CN(C)c1ccc(N=Nc2ccccc2C(=O)OCC(=O)N2CCCC2)cc1
(24) Cc1cc(C)nc(Sc2ncnc(N)c2[N+](=O)[O-])n1

entry no.,19,20,21,22,23,24
GAA glycogen mod,0%,4%,7%,x,12%,0%
GAA inh,-7%,-3%,-20%,x,-18%,7%
CBFb-RUNX1 inh,u,1%,-5%,15%,u,6%
HTT cytoprotect,-1%,x,-1%[10 µM],-13%,-6%[10 µM],4%[10 µM]
aGlu spleen mod,-2%,-4%,-5%,4%,-1%,-1%
HttQ103 aggreg,-8%,-12%,-21%,x,6%[9.22 µM],10µM*
Lamin A splicing,9%,-2%,-5%,x,-7%,u

(25) CCN(CC)c1ccc(/C=N/N2CCN(Cc3cccc4ccccc34)CC2)c(O)c1
(26) Cc1ccccc1CNc1ccc(C(CC(N)=O)NC(=O)c2ccccc2)cc1[N+](=O)[O-] (stereo not drawn)
(27) Cc1ccccc1NN1C(=O)C=CC1=O
(28) Cc1cc(C(=O)NCCc2ccc(Cl)cc2)no1
(29) CC(=O)N1CCCc2cc(S(=O)(=O)N(C)Cc3ccccc3)ccc21
(30) COC(=O)c1c(NS(=O)(=O)c2ccc(C)cc2)sc2c1CCC(C)C2 (stereo not drawn)

entry no.,25,26,27,28,29,30
GAA glycogen mod,u,1%,-11%,22%,-4%,u
GAA inh,0%,x,-1%,11%,-2%,4%
CBFb-RUNX1 inh,-17%,-13%,7%,2%,-1%,20%
HTT cytoprotect,21%,10%[10 µM],8%[10 µM],-14%,1%,6%[10 µM]
aGlu spleen mod,3%,3%,1%,-13%,-9%,-13%
HttQ103 aggreg,2%,3%[9.22 µM],-8%,17%,-21%,u
Lamin A splicing,-4%,x,0%,u,-14%,u

(31) COc1ccc(NC(=O)CCCN2C(=O)CCC2=O)cc1Cl
(32) O=Cc1ccc(OCc2cn3ccccc3n2)cc1
(33) Cc1nn(C)cc1CNC(=O)c1ccccc1Br
(34) Cn1c(CNC2CCCCC2)c(C#N)c2ccccc21
(35) O=C(O)CCC(=O)N1CCC(n2nnc3cc(C(F)(F)F)ccc32)CC1
(36) CCc1ccc(OCC(=O)N(CC)CC)cc1

entry no.,31,32,33,34,35,36
GAA glycogen mod,-6%,0%,5%,-1%,6%,6%
GAA inh,-3%,1%,6%,-8%,x,-4%
CBFb-RUNX1 inh,-5%,-25%,7%,0%,-1%,15%
HTT cytoprotect,-14%,-14%[10 µM],1%[10 µM],-1%,-3%[10 µM],4%[10 µM]
aGlu spleen mod,3%,-1%,1%,-5%,1%,-8%
HttQ103 aggreg,-11%,14%,2%,0%,8%[9.22 µM],15%
Lamin A splicing,-3%,u,-6%,47%,x,2%[46 µM]

Brought forward from above: 2 compounds, then new ones.
(35) O=C(O)CCC(=O)N1CCC(n2nnc3cc(C(F)(F)F)ccc32)CC1
(36) CCc1ccc(OCC(=O)N(CC)CC)cc1
(37) CCc1nnc(NC(=O)c2cccnc2)s1
(38) COc1ccc(/C=C/CN2CCCC(CCC(=O)NCc3ccc(F)c(F)c3)C2)cc1 (stereo not drawn)
(39) CCCCn1c2ccccc2c2cc(CC(N)=O)ccc21
(40) COc1ccc(-n2c(SCC(=O)NC3CCCCC3)nc3ccsc3c2=O)cc1
(41) CCn1c(SCC(=O)Nc2cc(C)ccc2C)nnc1-c1cnccn1
(42) Cc1cccc(OCC(O)Cn2c(=N)n(CCN3CCOCC3)c3ccccc32)c1 (stereo not drawn)

entry no.,35,36,37,38,39,40,41,42
GAA glycogen mod,6%,6%,-1%,-2%,-2%,-1%,5%,4%
GAA inh,x,-4%,4%,-13%,x,0%,-14%,-2%
CBFb-RUNX1 inh,-1%,15%,-2%,9%,-3%,-2%,-1%,0%
HTT cytoprotect,-3%[10 µM],4%[10 µM],-8%,-8%[10 µM],9%[10 µM],20%,-17%,-9%
aGlu spleen mod,1%,-8%,0%,2%,-7%,-6%,-24%,6%
HttQ103 aggreg,8%[9.22 µM],15%,13%[9.22 µM],-4%[9.22 µM],23%[9.22 µM],-5%,11%,-1%
Lamin A splicing,x,2%[46 µM],2%,x,x,u,u,0%

(43) CC(=O)NN1C(=O)c2ccc(Oc3ccc([N+](=O)[O-])cc3)cc2C1=O
(44) CCCn1c(SCC(=O)c2cc(C)c(C)cc2C)n[nH]c1=O
(45) O=C(N=C1SCC(=O)N1c1ccccc1)c1ccco1
(46) CC(C)CNC(=O)COC(=O)c1cccc(S(=O)(=O)NCC(F)(F)F)c1
(47) S=c1[nH]nc(NCCCN2CCOCC2)s1
(48) O=C(Nc1cccc(Oc2c(F)c(F)c(F)c(F)c2F)c1)N1C[C@@H]2C[C@@H](C1)c1cccc(=O)n1C2
(49) S=C(NN=C(C1CC1)C1CC1)Nc1ccccc1
(50) COc1ccccc1NC(=O)C1=C(C)NC(SCC(=O)Nc2ccc(C(=O)O)cc2)=C(C#N)C1c1cccs1 (stereo not drawn)
(51) CCOc1ccc(NC(=O)N(C2CCCCC2)C(C)c2ccncc2)cc1 (stereo not drawn)

entry no.,43,44,45,46,47,48,49,50,51
GAA glycogen mod,-3%,-23%,-6%,7%,u,16%&-7%,u,-7%,-12%
GAA inh,1%,2%,-2%,x,x,7%,-7%,x,-7%
CBFb-RUNX1 inh,3%,-4%,0%,11%,2%,5%&-1%,4%,13%,-2%
HTT cytoprotect,-45%[inhibitor],7%,-6%,-7%[10 µM],-8%[10 µM],20%,-29%[10 µM],-2%[10 µM],-23%
aGlu spleen mod,-22%,2%,2%,-2%,0%,-1%&-3%,-3%,-3%,-1%
HttQ103 aggreg,-1%,-5%,-6%,-4%[9.22 µM],-2%[9.22 µM],25%,4%,-9%[9.22 µM],14%
Lamin A splicing,5%,u,4%,x,x,u,-10%,x,3%
